HIV fusion peptide = inhibitors of HIV fusion peptide binding, primary screen, biochemical, uHTS, fluorescence dequenching (AID 1986); inhibition, % at 20 µM; hits with a dose series show IC50 in µM; cell-free peptide binding, fluorescence dequenching, 30 min; higher % means a stronger effect; actives 0.3% (n = 290,000); in the data active means inhibition mostly above about 52%, no sharp cut-off; inactive means mostly below about 76%; further: some results filed as inactive read as strong as hits
SIAH1 antagonists = Siah-1 peptide-binding antagonists, primary screen, biochemical, fluorescence polarization, rhodamine-plectin, uHTS (AID 1817); E3 ubiquitin-protein ligase SIAH1 (Homo sapiens); Siah-1 / rhodamine-plectin peptide fluorescence polarization; higher % means a stronger effect; displacement, % at 20 µM, or IC50 in µM where a hit was titrated; actives 0.02% (n = 290,000);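 active means displacement of at least 50% at 20 µM, with a fluorescence ratio check between 0.3 and a set limit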;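 further: plate controls were Siah plus tracer with DMSO for no effect and tracer alone without Siah for full effect; strong numbers were not always called active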
LYP phosphatase = inhibitors of LYP phosphatase, biochemical, fluorescence intensity, uHTS (AID 1779) | recombinant LYP phosphatase, fluorescence intensity; higher % means a stronger effect | inhibition, % at 11.5 µM, or IC50 in µM where a hit was titrated | Tyrosine-protein phosphatase non-receptor type 22 (Homo sapiens) | actives 0.054% (n = 290,000);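 further: plate controls were vehicle with enzyme for no effect and no enzyme for full effect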
Myeloid diff 2 = induction of myeloid progenitor differentiation, primary screen, cell-based, flow cytometry, MLPCN library. ER-HoxA9 myeloid progenitors, lysozyme-GFP differentiation. calls only at 10 µM. actives 1% (n = 360,000). AID 624256, 2012;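 active means normalized GFP-positive differentiation at or above the plate's own cutoff, the solvent-only control mean plus 3 SD; inconclusive means no clear call, values can overlap the other calls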;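 further: cells exposed to compound for four days before flow analysis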
Lipid droplet = inhibitors of hepatocyte lipid droplet formation, primary screen, imaging, high-throughput imaging, BODIPY stain; AML12 mouse hepatocytes, oleate lipid droplets; inhibition, % at 6.5 µM; actives 0.4% (n = 240,000);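 active means lipid droplet intensity inhibited by at least 50%, with more than 500 cells counted; inconclusive means wells with under 300 cells, treated as cytotoxic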
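Material – AML12 mouse liver cells · Also added – oleate loading, 100 µM · Compound dosing – 6.5 µM single-point dosing · Times – overnight treatment with compound plus oleate · Measured by – fluorescence imaging, 20x objective, two fields per well · Read-out – percent inhibition of filter-corrected integrated lipid droplet intensity per well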
AID2073 = inhibitors of Mint1-CaV2.2 protein interaction, biochemical, HTRF (AID 2073) | Voltage-dependent N-type calcium channel subunit alpha-1B (Homo sapiens) | HTRF protein-protein interaction, Mint1-CaV2.2; higher % means a stronger effect | one-dose inhibition, % at 20 µM; IC50 in µM for titrated hits | actives 0.19% (n = 290,000); in the data active means inhibition mostly above about 51%, no sharp cut-off; inconclusive means no clear call, values can overlap the other calls; inactive means mostly below about 53%; further: some results filed as inactive read as strong as hits
HEK293 NOD2/NF-kB = NOD2 signaling inhibitors, cell-based, luminescence, uHTS, HEK293 (AID 1566); HEK293 NOD2/NF-kB luciferase reporter, luminescence; higher % means a stronger effect; inhibition, % at 4 µM, or EC50 in µM where a hit was titrated; actives 0.63% (n = 290,000); further: many of its hits are not listed in these tables
NS5 inhibitors = Dengue-2 NS5 methyltransferase inhibitors, primary screen, biochemical, confirmation dose response (AID 588689); Genome polyprotein (Dengue virus type 2 (strain 16681-PDK53)); Dengue-2 NS5 methyltransferase capping enzyme assay, biochemical; higher % means a stronger effect; one-dose inhibition, % at 25 µM; IC50 in µM for titrated hits; actives 0.3% (n = 340,000); in the data active means a potency from the dose series; inconclusive means inhibition above about 29% without an active follow-up result
XIAP displacement = XIAP antagonists, biochemical, IAP family, fluorescence polarization (AID 1018) | E3 ubiquitin-protein ligase XIAP (Homo sapiens) | XIAP BIR domain, fluorescence polarization peptide displacement; higher % means a stronger effect | displacement, % at 20 µM; hits with a dose series show IC50 in µM | actives 0.007% (n = 200,000); in the data active means displacement above about 50%; further: a part of the inactive calls stands beside numbers as strong as those of hits
Lipid droplet cells 6.5 µM = also measured in Lipid droplet; calls as there; cell count; measured here: cell count, cytotoxicity flag;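 cells counted across two imaged fields per well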
Myeloid diff 2 GFP+ MAC1+ % = recorded beside Myeloid diff 2, whose call it bears; GFP+ MAC1+ double positive, %; measured here: differentiation confirmed by MAC1 staining
The depositor's hits bear a star; i = inactive; ? = inconclusive; . = not tested or not shown. Unless noted, no stated cut-off is given here; in the data, active means inhibition above about 50%; inactive means the rest. Not all compounds are listed; count on the stated rates, not on these rows.

SMILES | HIV fusion peptide | SIAH1 antagonists | LYP phosphatase | Myeloid diff 2 | Myeloid diff 2 GFP+ MAC1+ % | Lipid droplet | Lipid droplet cells 6.5 µM | AID2073 | HEK293 NOD2/NF-kB | NS5 inhibitors | XIAP displacement
O=c1[nH]cnc2c1C(c1ccccc1)c1c(nc[nH]c1=O)O2 | 4.4% | 7% | -6% | i | 0.6 | 3 | 823 | 14% | 11% | -3% | .
CNC(=O)CN(C)S(=O)(=O)c1ccc(OC)c(Cl)c1 | 1.1% | 3% | -8% | i | 0.0 | 12 | 728 | 0% | -8% | . | -4.4%
Cc1ccc(C)c(OCC(=O)NC(Cc2c[nH]c3ccccc23)C(=O)O)c1 (configuration not stated) | 8.2% | -3% | -3% | i | 0.6 | -2 | 755 | 2% | 4% | -10% | -16%
CCCOc1ccc(OCCOCCN2CCc3ccccc3C2)cc1 | 1.6% | 4% | -1% | i | 1.6 | . | . | -4% | -31% | -3% | -2.8%
C=CCNC(=S)/C(=C(\[O-])c1ccc(Cl)cc1)[n+]1ccccc1 | 0.6% | -11% | -6% | i | 0.3 | -8 | 714 | -10% | -17% | 11% | .
Cc1cccc(C(=O)NC(=S)NNC(=O)c2ccccc2Cl)c1 | 1.3% | -12% | -4% | i | 0.1 | -4 | 646 | 8% | 30% | 3% | -3.4%
CN(C)c1ccc(P(=O)(Nc2cccc(C(F)(F)F)c2)N2CCOCC2)c(NC(=O)c2cccs2)c1 (configuration not stated) | 1.2% | 0% | 12% | i | 0.2 | 1 | 609 | 25% | 0% | -6% | -5.3%
N=C1c2c(cc(=O)n3c2[nH]c2ccccc23)CN1CCN1CCOCC1 | 9.2% | -8% | -26% | i | 0.7 | -17 | 711 | 39% | 10% | 3% | -11%
CCCNS(=O)(=O)c1ccc(CCC(=O)NCc2cccnc2)cc1 | 1.1% | 5% | -7% | i | 1.4 | -25 | 609 | -1% | -11% | 1% | -8.0%
CCOC(=O)N1CCN(C(=O)CCS(=O)(=O)c2cc3c(cc2Cl)NC(=O)CO3)CC1 | -1.3% | -3% | -14% | i | 0.6 | -5 | 791 | 9% | 10% | -6% | .
O=C(CSc1n[nH]c(Cc2ccccc2)n1)Nc1ccccc1Br | -1.2% | -6% | -7% | i | 1.1 | 24 | 814 | 7% | 6% | -1% | .
CN1C(=O)/C(=C\c2ccccc2F)Sc2ccc(C(=O)NC3CCN(Cc4ccccc4)CC3)cc21 | -0.9% | 0% | -10% | ? | . | 3 | 711 | 6% | 58%* | -1% | .
O=C(NCc1n[nH]c(=S)n1-c1ccc(F)cc1)c1ccc(S(=O)(=O)N2CCCCC2)cc1 | -1.8% | -1% | -10% | i | 0.2 | 9 | 826 | -18% | 17% | -6% | .
CCOC(=O)c1nc(N)c(=O)n(-c2ccccc2)n1 | -1.8% | -3% | -6% | i | 0.5 | . | . | -2% | 14% | -7% | 0.0%
N#CC(C#N)=Cc1cccn1-c1ccc(C(=O)O)cc1 | 12% | 31% | 3% | i | 0.1 | 3 | 691 | 23% | 3% | -8% | -7.6%
COc1cccc(C2CCCCN2Cc2nc(-c3ccc(C)o3)oc2C)c1 (configuration not stated) | 0.4% | 5% | -1% | i | 0.2 | -8 | 717 | 25% | 0% | -17% | -12%
Cc1ccc(-c2csc(Nc3ccc(C(=O)O)cc3)[n+]2Cc2ccccc2)cc1 | -0.4% | 16% | -8% | . | . | 11 | 673 | 29% | 48% | -1% | -2.4%
COc1ccc(C(=O)CN2Cc3ccccc3C2=N)cc1 | 1.3% | 1% | -9% | i | 0.2 | 4 | 736 | 6% | -129% | -3% | .
CCn1c(C(=O)O)c(S(=O)(=O)c2ccc(Cl)cc2)c2ccccc21 | 2.0% | 4% | -3% | i | 0.9 | 8 | 819 | 12% | 14% | -7% | .
CC(=O)c1ccc(NC(=O)Nc2ccncc2)cc1 | -1.6% | -4% | 1% | i | 0.4 | 0 | 698 | 3% | -20% | -9% | 3.7%
OC(COc1ccc(CNCc2cccnc2)cc1)CN1CCc2ccccc2C1 (configuration not stated) | 0.1% | 1% | -8% | i | 0.1 | -3 | 693 | -5% | -10% | 8% | -5.3%
Cc1ccc2c(c1)C(=NC1CCCCC1)c1cc3ccccc3nc1-2 | 0.0% | 0% | 11% | i | 0.6 | 6 | 658 | 8% | -92% | -3% | -1.9%
O=C(N/N=C/C=C\c1ccco1)c1ccccn1 | 30% | 60% | -5% | i | 0.5 | 4 | 729 | 33% | 16% | 12% | .
Cc1cccc(N2CCN(C3CCCCC3NS(=O)(=O)c3ccccc3)CC2C)c1 (configuration not stated) | -1.7% | -2% | -7% | i | 1.0 | -11 | 631 | 10% | 2% | 1% | .
Cc1ccc(NC(=S)NC(NC(=O)c2ccccc2C)C(Cl)(Cl)Cl)c(C)c1 (configuration not stated) | 3.1% | -5% | -3% | i | 0.0 | . | . | -41% | 1% | -7% | -5.3%
The list goes on.
SMILES | HIV fusion peptide | SIAH1 antagonists | LYP phosphatase | Myeloid diff 2 | Myeloid diff 2 GFP+ MAC1+ % | Lipid droplet | Lipid droplet cells 6.5 µM | AID2073 | HEK293 NOD2/NF-kB | NS5 inhibitors | XIAP displacement
Cc1cc(C)cc(NC(=O)CN2CCCN(S(=O)(=O)c3ccc(Br)s3)CC2)c1 | 1.2% | 2% | 6% | i | 8.9 | 23 | 834 | -12% | -27% | -10% | -4.8%
Cc1cc(C)cc(NC(=O)CCC(=O)N2CCSc3ccccc32)c1 | -1.7% | -4% | -13% | i | 1.5 | -14 | 839 | -4% | 24% | 0% | .
O=C(COC(=O)CNC(=O)c1ccc(Cl)cc1)Nc1ccc(Cl)cc1C(F)(F)F | -1.8% | 10% | -7% | i | 0.8 | 6 | 609 | -7% | 10% | -3% | -2.7%
Cc1ccsc1C(=O)NCCc1c[nH]c2ccccc12 | -0.9% | 0% | -8% | i | 0.9 | 1 | 865 | -3% | -21% | -3% | .
CC(C)CC(=O)Nc1ccc2oc(-c3ccncc3)nc2c1 | -1.1% | -3% | 2% | i | 0.6 | . | . | -8% | -11% | 7% | -3.2%
COc1cc(C2/C(=C(/O)c3ccc(OCC(C)C)cc3)C(=O)C(=O)N2CCN(C)C)ccc1O (configuration not stated) | 3.0% | 2% | -2% | i | 2.3 | . | . | ? | -2% | -9% | -5.0%
O=C(NC1CC1)C1CCN(C2CCN(C(=O)CC3=CCCCC3)CC2)CC1 | 0.4% | 0% | -6% | i | 0.3 | 2 | 746 | -5% | 3% | . | -2.0%
O=C(CCCCCNC(=O)N1CCn2c1nc1ccccc12)NCc1ccccc1 | 0.3% | -3% | -7% | i | 1.1 | -24 | 723 | 9% | 1% | 0% | .
CCOC(=O)c1[nH]c2ccccc2c1NC(=O)C1CCCC1 | -0.9% | 2% | 0% | i | 1.4 | 2 | 708 | 25% | 14% | -1% | .
CC(=O)N(Cc1ccccn1)Cc1ccco1 | 1.9% | -3% | 2% | i | 0.6 | 17 | 766 | 9% | 6% | 2% | .
COc1ccc(CN2CCN(Cc3cccn3-c3ncccn3)CC2CCO)c(C)c1C (configuration not stated) | -1.0% | -1% | -5% | i | 0.6 | -11 | 647 | -4% | -7% | . | 0.0%
O=C(c1cccc(OCc2ccccc2)c1)N1CCOCC1 | -1.2% | -2% | -4% | i | 0.4 | 3 | 730 | 1% | 7% | -3% | -8.2%
CCn1c(Cn2nnc(-c3ccccc3)n2)nnc1SCC(=O)Nc1ccccc1 | -0.7% | 3% | -6% | i | 6.7 | . | . | -7% | 9% | 1% | 0.1%
CCn1c(=NC(=O)c2ccc(S(=O)(=O)N3CCOCC3)cc2)sc2cccc(OC)c21 | 1.0% | -4% | 0% | i | 1.2 | . | . | ? | 23% | 4% | -3.0%
COc1ccc(C2CC(C(F)(F)F)n3ncc(C(=O)NCc4cccnc4)c3N2)cc1OC (configuration not stated) | 1.3% | 4% | -1% | i | 0.9 | -18 | 598 | -2% | -28% | -5% | 3.6%
CCc1c(C)nc2ncnn2c1N1CCCC(C(=O)Nc2ccc(NC(C)=O)cc2)C1 (configuration not stated) | -2.9% | 1% | -5% | i | 1.6 | . | . | 0% | 10% | -1% | 2.1%
Cc1c(NC(=O)CSc2ccccc2Cl)c(=O)n(-c2ccccc2)n1C | 0.1% | 5% | -7% | i | 0.3 | 7 | 720 | 2% | -4% | -3% | -7.0%
COc1ccc(Cl)cc1NC(=O)CSc1nnc(CNC(=O)c2ccco2)o1 | -0.6% | 0% | -6% | i | 0.2 | 3 | 731 | -3% | 14% | -1% | -2.7%
CC(=O)c1cccc(CN2CCC(n3nccc3NC(=O)CCCc3ccccc3)CC2)c1 | 1.8% | 5% | -3% | i | 7.6 | -1 | 841 | 14% | -3% | -9% | .
Cc1nnc(SCC(=O)N2CCCC2)n(N)c1=O | 0.2% | 1% | 2% | i | 0.6 | 3 | 712 | -7% | 0% | 1% | -3.9%
CCOC(=O)c1c(C)noc1-c1ccco1 | 0.8% | 4% | -10% | i | 0.5 | -9 | 627 | 0% | 11% | . | .
S=C(Nc1ccc2c(c1)OCCO2)Nc1ccccc1Cl | -1.7% | -1% | -10% | i | 6.8 | -5 | 628 | 1% | -12% | -13% | .
O=C(Cc1ccc(Cl)cc1Cl)Nc1ccncc1 | 2.1% | -10% | -6% | i | 1.7 | -13 | 799 | 12% | 46% | -1% | .
CC(NC(=O)C1CCCC1)C1CC2CCC1C2 (configuration not stated) | 0.3% | -7% | -2% | i | 0.5 | -3 | 748 | 11% | -12% | -3% | -3.7%

One compound at a time, from the list above.
Results for CCOC(=O)c1c(C)noc1-c1ccco1 → HIV fusion peptide: 0.8%; SIAH1 antagonists: 4%; LYP phosphatase: -10%; Myeloid diff 2: i; Myeloid diff 2 GFP+ MAC1+ %: 0.5; Lipid droplet: -9; Lipid droplet cells 6.5 µM: 627; AID2073: 0%; HEK293 NOD2/NF-kB: 11%; NS5 inhibitors: .; XIAP displacement: .
Results for CC(NC(=O)C1CCCC1)C1CC2CCC1C2 (configuration not stated) → HIV fusion peptide: 0.3%; SIAH1 antagonists: -7%; LYP phosphatase: -2%; Myeloid diff 2: i; Myeloid diff 2 GFP+ MAC1+ %: 0.5; Lipid droplet: -3; Lipid droplet cells 6.5 µM: 748; AID2073: 11%; HEK293 NOD2/NF-kB: -12%; NS5 inhibitors: -3%; XIAP displacement: -3.7%

Screens as filed in PubChem BioAssay.
